STAT3 activator: STAT3 signaling activation; U3A cells, IL-6 STAT3-luciferase reporter, luminescence; 100% = signal with IL-6 EC80 alone; activation (% of control), % at 5.6 µM; hit rate 0.91% among 190,000;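 active = activation above the screen-wide mean of compound activation plus 3 SD, cut at about 130% in these data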;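 note: 0% = background luminescence of wells with medium and substrate only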
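Material: human STAT1-deficient U3A cells with stable STAT3-luciferase reporter / Probe or stimulus: IL-6 stimulus at 33 ng/mL final / Schedule: 1 h compound pre-exposure, 6 h IL-6 stimulation, 37 °C / Technique: luminescence / Read-out basis: percent of IL-6-only median luminescence / Control set: IL-6-only high control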
APP 5'UTR act: activates APP 5'UTR luciferase reporter; SH-SY5Y APP 5'UTR luciferase reporter, luminescence; zero percent = DMSO vehicle wells; activation, % at 2 µM; hit rate 1% among 190,000; AID 1276;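 active = activation above a set limit, based on mean plus 3 SD of controls, cut at about 140% in these data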; note: values of inactives mirror those of a sister screen read the other way
Hsp70 act: switches on Hsp70 transcription | hit rate 0.04% among 200,000 | AID 1203 | HeLa Hsp70 promoter luciferase reporter, luminescence; scaled: vehicle 0, proteasome-inhibitor control 100% | activation, % at 10 µM;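 active = activation above the mean across all tested compounds plus 3 SD, cutoff set per campaign, cut at about 5.5% in these data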;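 note: 100% = MG132 at 30 µM as the positive control and 0% = DMSO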
STAT1 activator: activators of IFN-gamma induced STAT1 signaling. NIH 3T3 STAT1-luciferase reporter, luminescence; 100% = IFN-gamma alone, no compound. activation (% of control), % at 5.5 µM. hit rate 2.6% among 200,000;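 active = activation above the screen-wide mean activation plus 3 SD, cut at about 130% in these data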;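 note: raw ratio to IFN-gamma control signal so 100% means no change and 0% no light; values of inactives mirror those of a sister screen read the other way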
STAT1 inh: inhibitors of IFN-gamma induced STAT1 signaling; NIH 3T3 STAT1-luciferase reporter, luminescence; inhibition, % at 5.5 µM; hit rate 0.35% among 200,000; AID 920;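 active = inhibition above a set limit, the mean inhibition across all tested compounds plus 3 SD, cut at about 34% in these data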;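 note: 0% = IFN-gamma with DMSO and 100% = IFN-gamma with 300 µM nifuroxazide; values of inactives mirror those of a sister screen read the other way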
STAT3 blocker: inhibitors of IL-6 induced STAT3 signaling. U3A cells, IL-6 STAT3-luciferase reporter, luminescence; host cell line lacks STAT1. inhibition, % at 5.5 µM. hit rate 0.89% among 190,000;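 active = inhibition above the mean inhibition across all screened compounds plus 3 SD, cut at about 44% in these data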;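 note: 0% = DMSO only wells and 100% = 100 µM nifuroxazide control wells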
NF-kB neuron act: NF-kB expression increase, human neuronal cells; NF-kB reporter expression; stronger effect = higher value; fold change at 12.5 µM; hit rate 1.6% among 190,000; AID 1239; in the data active = fold change above about 3.3
RAM inhibit: inhibitors of the yeast RAM network; inhibition, % at 50 µM; hit rate 1.8% among 190,000; S. cerevisiae dse1pr::URA3 reporter, 5-FOA growth OD615, 2 d; analog-sensitive cbk1-as2 kinase mutant strain;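 active = inhibition above a set limit, 3 SD over mean compound inhibition, cut at about 8.4% in these data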;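 note: 0% = DMSO-only wells with no growth and 100% = 10 µM 1-NA-PP1 full growth; inhibition rescues growth on 5-FOA so higher OD means more RAM inhibition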
FLuc inh counter: inhibits firefly luciferase, flagging false hits in luciferase inhibition screens. hit rate 1.5% among 200,000. P08659. ATPLite firefly luciferase biochemical luminescence, 10 min. AID 1006. inhibition, % at 10 µM;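 active = inhibition above about 50% when tested at 10 µM, limit read from the data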
Target sequence (P08659 whole entry, looked up): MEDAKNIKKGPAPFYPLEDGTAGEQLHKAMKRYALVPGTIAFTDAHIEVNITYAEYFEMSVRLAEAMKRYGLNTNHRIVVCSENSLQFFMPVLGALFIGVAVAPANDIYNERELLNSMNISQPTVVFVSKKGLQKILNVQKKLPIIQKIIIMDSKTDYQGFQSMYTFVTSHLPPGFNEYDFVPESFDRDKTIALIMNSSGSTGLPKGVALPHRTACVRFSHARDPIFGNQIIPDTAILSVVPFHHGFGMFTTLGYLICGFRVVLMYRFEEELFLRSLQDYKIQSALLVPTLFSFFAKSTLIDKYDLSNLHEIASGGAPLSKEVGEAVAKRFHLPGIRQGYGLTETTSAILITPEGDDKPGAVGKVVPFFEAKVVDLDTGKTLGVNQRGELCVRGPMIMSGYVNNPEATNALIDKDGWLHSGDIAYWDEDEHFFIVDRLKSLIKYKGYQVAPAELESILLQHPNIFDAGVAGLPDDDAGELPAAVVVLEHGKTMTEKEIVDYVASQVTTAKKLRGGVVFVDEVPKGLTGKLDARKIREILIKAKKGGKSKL
APP transl inh: APP translation inhibition. SH-SY5Y APP 5'UTR-luciferase reporter, luminescence. inhibition, % at 2 µM. hit rate 0.82% among 190,000;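 active = inhibition above a set limit, derived from the sample mean plus 3 SD, cut at about 45% in these data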; note: values of inactives mirror those of a sister screen read the other way
Numbers without * were called inactive; / = not tested or not shown.

Preview:
[1] Cc1nnc(SCc2nnc(-c3ccccc3Br)o2)n1-c1ccccc1
[2] COc1ccc(CSCC(=O)NN=C2CCN(C)CC2)cc1
[3] CCN(CCCCCCN)c1ccc2c(=O)[nH][nH]c(=O)c2c1
[4] Cc1cc(Cl)c(S(=O)(=O)N2CCN(c3ccccc3)CC2)cc1OCC(N)=O

| compound no. | 1 | 2 | 3 | 4 |
| --- | --- | --- | --- | --- |
| STAT3 activator | 105.8 | 103.8 | 106.8 | 108.4 |
| APP 5'UTR act | 8.0 | 14.8 | 15.7 | -37.3 |
| Hsp70 act | -0.3 | 0.1 | -0.2 | -0.3 |
| STAT1 activator | 95.4 | 92.8 | 104.4 | 110.0 |
| STAT1 inh | 5.0 | 6.4 | -6.7 | -10.3 |
| STAT3 blocker | -4.2 | 2.5 | 3.4 | -6.8 |
| NF-kB neuron act | 0.98 | 1.07 | 0.82 | 0.85 |
| RAM inhibit | 1.6 | 0.7 | 0.2 | 3.0 |
| FLuc inh counter | -4.1 | -7.0 | 7.9 | -8.9 |
| APP transl inh | -8.0 | -14.8 | -15.7 | 37.3 |

All compounds of this part, from the start:
[1] Cc1nnc(SCc2nnc(-c3ccccc3Br)o2)n1-c1ccccc1
[2] COc1ccc(CSCC(=O)NN=C2CCN(C)CC2)cc1
[3] CCN(CCCCCCN)c1ccc2c(=O)[nH][nH]c(=O)c2c1
[4] Cc1cc(Cl)c(S(=O)(=O)N2CCN(c3ccccc3)CC2)cc1OCC(N)=O
[5] CSc1cc(-c2ccc(Cl)cc2)c(C(=O)N2CCCC2)s1
[6] CCOC(=O)c1c(C)n(OC)c2ccc3c(no[n+]3[O-])c12
[7] O=C(O)C(=O)/C(=C\c1ccc([N+](=O)[O-])cc1)c1ccc2ccccc2n1
[8] Cc1ccc(NC(=O)COC(=O)CCc2c[nH]c3ccccc23)cc1[N+](=O)[O-]

| compound no. | 1 | 2 | 3 | 4 | 5 | 6 | 7 | 8 |
| --- | --- | --- | --- | --- | --- | --- | --- | --- |
| STAT3 activator | 105.8 | 103.8 | 106.8 | 108.4 | 102.6 | 96.2 | 94.2 | 97.8 |
| APP 5'UTR act | 8.0 | 14.8 | 15.7 | -37.3 | 18.0 | 11.3 | 116.6 | 0.2 |
| Hsp70 act | -0.3 | 0.1 | -0.2 | -0.3 | -0.3 | 0.1 | 0.1 | -0.4 |
| STAT1 activator | 95.4 | 92.8 | 104.4 | 110.0 | 105.9 | 103.5 | 149.8* | 101.3 |
| STAT1 inh | 5.0 | 6.4 | -6.7 | -10.3 | -6.7 | -3.8 | -57.8 | -1.5 |
| STAT3 blocker | -4.2 | 2.5 | 3.4 | -6.8 | -0.4 | 6.1 | 9.2 | -1.7 |
| NF-kB neuron act | 0.98 | 1.07 | 0.82 | 0.85 | 1.01 | 1.23 | 1.2 | 1.09 |
| RAM inhibit | 1.6 | 0.7 | 0.2 | 3.0 | -0.5 | 4.3 | 3.1 | 3.9 |
| FLuc inh counter | -4.1 | -7.0 | 7.9 | -8.9 | -5.9 | -3.2 | -2.2 | -4.2 |
| APP transl inh | -8.0 | -14.8 | -15.7 | 37.3 | -18.0 | -11.3 | -116.6 | -0.2 |

[9] CC1(C)CC(=O)C2=C(C1)OC(N)=C([N+](=O)[O-])C2c1ccc(C#N)s1 (stereo unspecified)
[10] O=[N+]([O-])c1ccc2c(c1)C(N1CCOCC1)/C(=C/COc1ccc3ccccc3c1Br)O2 (stereo unspecified)
[11] Nc1cc2c(cc1C(=O)c1ccccc1)OCCO2
[12] Cc1[nH]nc2c1C(c1cccc(O)c1)C1=C(CC(C)(C)CC1=O)N2 (stereo unspecified)
[13] CCn1c(SCc2cc(=O)[nH]c3ccccc23)nc2c1c(=O)n(C)c(=O)n2C
[14] O=C(Nc1ccc(S(=O)(=O)N2CCCCC2)cc1)C1CCCN(C(=O)c2ccc(Cl)cc2)C1 (stereo unspecified)
[15] Cc1cc([N+](=O)[O-])nn1Cn1nc([N+](=O)[O-])cc1C
[16] O=c1c(-n2cncn2)c[nH]n1-c1cccc(Cl)n1

| compound no. | 9 | 10 | 11 | 12 | 13 | 14 | 15 | 16 |
| --- | --- | --- | --- | --- | --- | --- | --- | --- |
| STAT3 activator | 110.2 | 106.9 | 108.3 | 71.3 | 104.4 | 94.2 | 98.5 | 96.1 |
| APP 5'UTR act | -5.4 | 3.0 | -5.4 | -2.3 | -0.8 | 14.0 | 21.8 | -26.3 |
| Hsp70 act | -0.1 | -0.1 | -0.3 | -0.1 | -0.3 | -0.4 | -0.2 | -0.3 |
| STAT1 activator | 97.5 | 91.3 | 96.5 | 91.1 | 96.2 | 95.3 | 97.4 | 99.0 |
| STAT1 inh | 2.2 | 8.4 | 3.9 | 9.8 | 4.1 | 5.3 | 2.9 | 0.8 |
| STAT3 blocker | -5.6 | 2.0 | -6.7 | 41.4 | -1.6 | 4.9 | 1.7 | 11.9 |
| NF-kB neuron act | 1.09 | 0.8 | 0.87 | 1.52 | / | 0.77 | 0.96 | 1.4 |
| RAM inhibit | 0.9 | 4.4 | -0.8 | 0.1 | / | 5.6 | 0.0 | 3.4 |
| FLuc inh counter | -4.9 | -6.5 | -2.9 | -4.7 | / | -2.6 | -2.5 | 3.0 |
| APP transl inh | 5.4 | -3.0 | 5.4 | 2.3 | 0.8 | -14.0 | -21.8 | 26.3 |

[17] CCOC(=O)/C(C(=O)Nc1ccc(Cl)cc1Cl)=C1/NC(C)(C)Cc2ccccc21
[18] Nc1ncnc2c1cnn2-c1ccccc1
[19] Cc1nn(CC(=O)Nc2ccc(Cl)c(S(=O)(=O)N(C)C)c2)c(C)c1[N+](=O)[O-]
[20] COc1ccc(-c2[nH]c(-c3ccccc3)nc2SCC(=O)Nc2nccs2)cc1
[21] CCCCN(CC)CCNC(=O)c1nn(-c2ccc(OC)cc2)c(=O)c2c1c1ccccc1n2C
[22] Cc1ccccc1OC1C(=O)N(Cc2ccc3c(c2)OCO3)C1c1sccc1C (stereo unspecified)
[23] O=C(c1cc2n(n1)C(C(F)(F)F)CC(c1ccco1)N2)N1CCc2ccccc2C1 (stereo unspecified)
[24] Cc1cc(/C=N/n2cnnc2)c(C)n1-c1ccc(OCc2ccccc2F)cc1

| compound no. | 17 | 18 | 19 | 20 | 21 | 22 | 23 | 24 |
| --- | --- | --- | --- | --- | --- | --- | --- | --- |
| STAT3 activator | 93.9 | 96.6 | 97.3 | 107.4 | 112.5 | 96.9 | 104.2 | 86.4 |
| APP 5'UTR act | -6.9 | 6.3 | 13.0 | 9.2 | -18.4 | 16.3 | 11.7 | 11.8 |
| Hsp70 act | -0.3 | -0.4 | -0.5 | -0.2 | 0.0 | 0.0 | 0.1 | -0.2 |
| STAT1 activator | 96.9 | 113.9 | 90.5 | 104.8 | 101.1 | 95.7 | 102.3 | 88.0 |
| STAT1 inh | 3.5 | -15.2 | 10.6 | -5.3 | -2.7 | 4.7 | -4.2 | 13.2 |
| STAT3 blocker | 7.4 | 10.4 | 4.1 | -8.8 | -13.3 | 14.7 | -3.6 | 20.1 |
| NF-kB neuron act | 1.07 | 1.49 | 0.98 | 0.61 | 0.82 | 0.83 | 1.1 | 0.46 |
| RAM inhibit | 1.4 | 2.5 | 2.2 | 0.7 | 1.9 | 10.3* | 0.9 | 3.5 |
| FLuc inh counter | -3.3 | -1.3 | -2.6 | 1.5 | -0.5 | -4.6 | -6.6 | -8.8 |
| APP transl inh | 6.9 | -6.3 | -13.0 | -9.2 | 18.4 | -16.3 | -11.7 | -11.9 |

[25] CN(CC(=O)Nc1ccccc1F)CC(=O)Nc1ccc(F)c(F)c1F
[26] O=C(O)c1nn(CCOc2cccc(Cl)c2)c(=O)c2ccccc12
[27] Cc1ccc(S(=O)(=O)N2CCN(C(=O)CN3CCCC3)C2)cc1
[28] C=CCSc1nc2c(cc1C#N)CCC2

| compound no. | 25 | 26 | 27 | 28 |
| --- | --- | --- | --- | --- |
| STAT3 activator | 103.5 | 91.9 | 99.1 | 105.1 |
| APP 5'UTR act | -2.6 | 9.2 | -3.2 | -0.6 |
| Hsp70 act | -0.2 | -0.2 | -0.3 | 0.0 |
| STAT1 activator | 101.7 | 100.0 | 95.4 | 104.5 |
| STAT1 inh | -5.2 | -1.4 | 5.0 | -4.9 |
| STAT3 blocker | 0.6 | 15.9 | 3.9 | -1.8 |
| NF-kB neuron act | 1.1 | 1.01 | 1.15 | 1.04 |
| RAM inhibit | 0.6 | 8.8* | 2.2 | -0.6 |
| FLuc inh counter | -7.9 | -0.7 | -8.0 | 7.1 |
| APP transl inh | 2.6 | -9.2 | 3.2 | 0.6 |

Screening data deposited in PubChem by several laboratories.
